Screening data from PubChem.
CHO-K1 Ca antag – nonselective inhibitor or artifact in parental CHO-K1 cells | ATP-induced calcium, Fluo-8 fluorescence | inhibition, % at 3 µM | hit rate 0.6% among 360,000 | AID 602250;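 active = inhibition above a per-plate cutoff, the plate's mean sample inhibition plus 3 SD, cut at about 24% in these data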;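 also: 0% = DMSO plus EC80 ATP and 100% = DMSO alone without ATP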
CHO-K1 Ca ag – counter-screen for M1 agonists: effect in parental CHO-K1 cells; AID 602248, 2012; Fluo-8 calcium fluorescence; scaled to maximal ATP response, vehicle zero; activation, % at 3 µM; hit rate 0.48% among 360,000; in the data active = activation above about 15%;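 also: untransfected CHO-K1 host cells lacking M1 receptor as counterscreen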
CHRM1 agonist – human M1 muscarinic receptor agonists, primary screen, Fluo-8 calcium fluorescence, CHO-K1 cells, HTS; hit rate 0.33% among 360,000; activation, % at 3 µM; AID 588814, 2011; CHO-K1 hM1, agonist mode; 0% DMSO, 100% acetylcholine EC100; Muscarinic acetylcholine receptor M1 (Homo sapiens), P11229;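 active = activation above the run's mean compound activation plus 3 SD, cut at about 16% in these data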;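 also: peak over basal fluorescence ratio within a 140 s kinetic read after compound addition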
Target sequence (P11229 whole entry, looked up): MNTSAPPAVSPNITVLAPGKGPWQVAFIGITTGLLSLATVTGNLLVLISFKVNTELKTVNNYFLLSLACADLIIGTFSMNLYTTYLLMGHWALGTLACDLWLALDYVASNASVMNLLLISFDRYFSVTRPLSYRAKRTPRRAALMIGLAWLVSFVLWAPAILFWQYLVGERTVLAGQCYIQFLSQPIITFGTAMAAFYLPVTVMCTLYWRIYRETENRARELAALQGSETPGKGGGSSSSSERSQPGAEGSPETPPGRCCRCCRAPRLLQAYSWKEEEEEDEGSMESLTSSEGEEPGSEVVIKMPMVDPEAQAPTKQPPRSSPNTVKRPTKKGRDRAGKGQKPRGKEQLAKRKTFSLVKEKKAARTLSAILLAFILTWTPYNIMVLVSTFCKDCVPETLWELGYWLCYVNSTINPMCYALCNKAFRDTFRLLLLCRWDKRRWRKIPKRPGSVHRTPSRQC
CHO parental Ca – ATP-evoked calcium signal inhibitors, parental CHO, primary screen, counter-screen for OX1R antagonist project, cell-based, fluorescence, Fluo-8 calcium dye; parental CHO-K1, ATP-induced calcium, Fluo-8 fluorescence; inhibition, % at 5.6 µM; hit rate 0.63% among 330,000;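 active = inhibition above that plate's mean sample inhibition plus 3 SD, cut at about 26% in these data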;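 also: 0% = ATP-challenged DMSO wells and 100% = DMSO wells without ATP; some compounds past the cut are filed as inactive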
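Assay system: untransfected parental CHO cell line. Also added: ATP agonist challenge. Dosing: one dose, 5.6 µM nominal. Measured by: Fluo-8 fluorescence. Read-out: % inhibition. Benchmarks: ATP wells versus no-ATP DMSO wells. Repeats: no replicates.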
CHRM1 antagonist – human M1 muscarinic receptor antagonists, primary screen, CHO-K1 cells, Fluo-8 calcium fluorescence, 1536-well | Muscarinic acetylcholine receptor M1 (Homo sapiens), P11229 | CHO-K1 hM1, ACh EC80 antagonist | inhibition, % at 3 µM | hit rate 1.3% among 360,000;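 active = percent inhibition above its own plate's cutoff, namely the mean of that plate's compound wells plus 3 SD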;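 also: peak over basal fluorescence ratio during 140 s after agonist addition; 0% = ACh EC80 plus DMSO and 100% = DMSO alone without agonist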
TAAR1 antag – human TAAR1 antagonists, primary screen, Fluo-8 calcium fluorescence, CHO RD-HGA16 cells | antagonist | inhibition, % at 3 µM | hit rate 1.5% among 360,000 | AID 624466, 2012;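 active = inhibition above a per-plate cutoff, the mean inhibition of test compounds on that plate plus 3 SD, cut at about 49% in these data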;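 also: 0% = DMSO plus EC80 beta-PEA response and 100% = DMSO alone without agonist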
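System: CHO RD-HGA16 cells bearing hTAAR1. Reagent: EC80 β-phenethylamine stimulus. Schedule: seeding 17-24 h prior, 75-min 37 °C, 30-min RT dye loading. Signal: Fluo-8 intracellular calcium dye fluorescence, real-time kinetic reads. Read-out: % inhibition from peak post-agonist over basal fluorescence ratio. Benchmarks: vehicle wells and EC80 agonist wells. Replicates: n of 1.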
TAAR1 agonist – human TAAR1 agonists, primary screen, Fluo-8 calcium fluorescence, CHO RD-HGA16 cells; hit rate 0.99% among 360,000; activation, % at 3 µM; vehicle wells 0%, saturating PEA agonist 100%; Trace amine-associated receptor 1 (Homo sapiens), Q96RJ0;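 active = activation above the mean activation of all test compounds in the run plus 3 SD, cut at about 38% in these data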
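Signal – calcium-sensitive Fluo-8 signal, excitation 470-495, emission 515-575 nm · System – RD-HGA16 (CHO) cells co-expressing Gα16 and hTAAR1 · Incubation – 17-24 h seeding, 75 min 37 °C dye, 30 min RT · Compound dosing – 3 µM single concentration · Repeats – no replicates (n 1)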
CHO-K1 Ca PAM – nonselective calcium activators in parental CHO-K1 cells, primary screen, counter-screen for M1 PAM project, cell-based, Fluo-8 calcium fluorescence, full deck, 1536-well. activation, % at 3 µM. ATP EC20; 0% at ATP EC20, 100% at ATP max. hit rate 0.02% among 360,000. AID 602247, 2012;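 active = activation above the run cutoff, the mean activation of all test compounds plus 3 SD, cut at about 40% in these data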;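 also: peak over basal fluorescence ratio in a 140 s read after ATP addition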
OXTR potentiator – human OXTR potentiators, primary screen, fluorescence, CHO-OTR cells, Fluo-8 calcium; Oxytocin receptor (Homo sapiens), P30559; Fluo-8 calcium fluorescence, potentiator mode; 0% = oxytocin EC15, 100% = EC100; activation, % at 3 µM; hit rate 0.061% among 320,000; AID 2445, 2010;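 active = activation above that plate's cutoff, the mean activation of tested compounds plus 3 SD, cut at about 6.6% in these data, passing the limit was not always enough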;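 also: 100% uses oxytocin at 75 nM as the full agonist control; some results filed as inactive read as strong as hits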
Target sequence (P30559 whole entry, looked up): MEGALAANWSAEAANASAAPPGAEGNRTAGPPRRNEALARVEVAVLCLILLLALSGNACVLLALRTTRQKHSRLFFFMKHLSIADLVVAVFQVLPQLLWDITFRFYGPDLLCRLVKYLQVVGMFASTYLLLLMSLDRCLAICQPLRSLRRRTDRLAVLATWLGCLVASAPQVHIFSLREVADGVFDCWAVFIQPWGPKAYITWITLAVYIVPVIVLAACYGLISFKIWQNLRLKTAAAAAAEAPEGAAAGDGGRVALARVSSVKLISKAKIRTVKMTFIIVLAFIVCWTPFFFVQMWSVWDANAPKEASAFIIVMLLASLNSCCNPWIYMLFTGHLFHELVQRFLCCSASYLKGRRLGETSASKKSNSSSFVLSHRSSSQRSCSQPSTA
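Dosing: Single dose, 3.0 µM nominal final compound concentration | Material: Human OTR in CHO cells | Technique: Kinetic Fluo-8 calcium fluorescence | Benchmarks: EC15 oxytocin alone as 0%, 75 nM oxytocin as 100% | Probe or stimulus: Oxytocin at about EC15, sub-maximal agonist stimulus | Incubation: Compound 6 min at room temperature before oxytocin, 100 s read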
* hit, by the source's call; nt = not tested or not shown. Hits appear at their usual frequency, and some 4.2% of all compounds hit somewhere here.

compound | CHO-K1 Ca antag | CHO-K1 Ca ag | CHRM1 agonist | CHO parental Ca | CHRM1 antagonist | TAAR1 antag | TAAR1 agonist | CHO-K1 Ca PAM | OXTR potentiator
COc1ccc(C(=O)OCC(=O)Nc2cccc(S(=O)(=O)N3CCCCCC3)c2)cc1[N+](=O)[O-] | 14 | 12 | -2 | nt | 54* | 40 | 8 | -1 | nt
CCCNC(=O)CSc1nc2ccccc2c(=O)n1CCC | 20 | -0.1 | 0 | -15 | 15 | -22 | 5 | -20 | -3
NS(=O)(=O)c1ccc(CNC(=O)c2cc(=O)c3ccccc3o2)cc1 | -12 | 0.8 | -3 | -6 | -15 | -6 | -1 | 13 | -6
COc1ccccc1CNC(=O)CCCNC(=O)Cn1cnc2sc(C)c(C)c2c1=O | -11 | 1.0 | -8 | -17 | -3 | 2 | 0 | 0 | 6
CCN1CCN(C(=O)CCn2c(=O)c3cccn3c3cccnc32)CC1 | -1 | 0.7 | -4 | -8 | -1 | -7 | 1 | 9 | -2
CCn1cc(C(=O)N[C@H](C(=O)NCCCN2CCOCC2)C(C)C)c(=O)c2cc3c(cc21)OCO3 | -14 | 1.2 | -4 | 12 | -9 | -17 | 1 | 22 | -7
COC(=O)Cc1ccc(NC(=S)N2CCN(CCO)CC2)cc1 | 5 | 0.4 | -1 | -2 | -23 | -48 | 2 | 0 | -3
CC(C)(C)NC(=O)Cn1c(SCC(=O)NCc2cccs2)nc2ccccc21 | -23 | 0.0 | 1 | -16 | -1 | 14 | 12 | 12 | -1
CC(C)(C)NC(=O)CSc1nc(N)c(-c2ccccc2)c(=O)[nH]1 | 6 | -0.3 | -5 | -6 | 4 | 18 | 0 | -8 | 1
CCOc1ccc(-n2c(SCC(=O)Nc3ccc(Br)cc3)nc3n[nH]c(C)c3c2=N)cc1 | 8 | -0.9 | -9 | -6 | -2 | 6 | -1 | -7 | -10
O=C(O)/C=C/C(=O)Nc1cc(F)ccc1F | -9 | 0.2 | -1 | -3 | -9 | -12 | 1 | 17 | -4
CCOC(=O)/C=C1\SCC(=O)N1CC(=O)Nc1ccccc1OC(F)F | -4 | 0.6 | -2 | -10 | -16 | 1 | 8 | 20 | -21
O=C(CCN1C(=O)/C(=C\c2ccccc2F)SC1=S)Nc1ccc(C(=O)O)c(O)c1 | 4 | -0.2 | -6 | -4 | -12 | -40 | 1 | 12 | -12
N#Cc1ccc(S(=O)(=O)Nc2ccccc2N2CCOCC2)cc1 | -12 | 1.4 | -1 | -5 | -5 | -11 | 1 | 13 | -6
Cc1c(NC(=O)COc2cccc(Cl)c2Cl)c(=O)n(-c2ccccc2)n1C | -7 | 2.5 | -6 | -8 | -10 | -40 | 0 | 21 | -7
COc1ccc(NC(=O)CSc2ncnc3sc(C)cc23)cc1 | -14 | 1.5 | -7 | -14 | -11 | 3 | -3 | 17 | -4
O=C(NCC1CCCO1)c1cc([N+](=O)[O-])ccc1N1CCC(Cc2ccccc2)CC1 (stereo not given) | -17 | 0.6 | -7 | -28 | 7 | 46 | 5 | 17 | -4
Cc1oc(-c2cccc(Cl)c2)nc1CS(=O)(=O)CC(=O)NCCN1CCCC1 | -11 | 0.9 | -10 | -18 | -7 | 15 | -2 | 20 | -6
CC1(C)CC(=O)C(C2NCCc3ccccc32)=C(O)C1 (stereo not given) | -17 | 4.4 | -2 | 8 | -14 | 9 | 5 | 9 | -9
Cc1nc2cc3c(cc2s1)OCO3 | -9 | 1.3 | -4 | 1 | -13 | -9 | 0 | 19 | -3

Profiles as entered above. Values in the order: CHO-K1 Ca antag, CHO-K1 Ca ag, CHRM1 agonist, CHO parental Ca, CHRM1 antagonist, TAAR1 antag, TAAR1 agonist, CHO-K1 Ca PAM, OXTR potentiator
Record of COc1ccc(NC(=O)CSc2ncnc3sc(C)cc23)cc1 → -14, 1.5, -7, -14, -11, 3, -3, 17, -4
Record of Cc1c(NC(=O)COc2cccc(Cl)c2Cl)c(=O)n(-c2ccccc2)n1C → -7, 2.5, -6, -8, -10, -40, 0, 21, -7
Record of Cc1oc(-c2cccc(Cl)c2)nc1CS(=O)(=O)CC(=O)NCCN1CCCC1 → -11, 0.9, -10, -18, -7, 15, -2, 20, -6
Record of Cc1nc2cc3c(cc2s1)OCO3 → -9, 1.3, -4, 1, -13, -9, 0, 19, -3
Record of O=C(NCC1CCCO1)c1cc([N+](=O)[O-])ccc1N1CCC(Cc2ccccc2)CC1 (stereo not given) → -17, 0.6, -7, -28, 7, 46, 5, 17, -4

Further results
compound | CHO-K1 Ca antag | CHO-K1 Ca ag | CHRM1 agonist | CHO parental Ca | CHRM1 antagonist | TAAR1 antag | TAAR1 agonist | CHO-K1 Ca PAM | OXTR potentiator
CCOc1ccc(S(=O)(=O)N2CCN=C2Cc2ccccc2)cc1C | -26 | 0.7 | -4 | -17 | -6 | -11 | 1 | 7 | -9
CC1CCN(c2ccc(/C=N\Nc3nncn3N)cc2[N+](=O)[O-])CC1 | -4 | 0.1 | -2 | -1 | -4 | -16 | -3 | 4 | -2
Cc1cccc(N(C(=O)c2ccc(CN3CCOCC3)o2)C(C(=O)NC(C)(C)C)c2ccc(F)cc2)c1 (stereo not given) | -13 | 0.5 | -5 | -24 | -16 | -5 | 2 | 16 | -8
COC(=O)c1ccc(NC(=O)Cn2nnc(-c3cccs3)n2)cc1 | 0 | 0.0 | -2 | 16 | 21 | -1 | 7 | -15 | -10
O=C(Nc1nc(=O)n(C(=O)C2CC2)s1)c1ccccc1 | -7 | 1.4 | -1 | 13 | 5 | -18 | 0 | 5 | -1
Cc1cc2oc(=O)cc(CN3CCC(C)CC3)c2c(C)c1Cl | 7 | 0.1 | -1 | 0 | 6 | -17 | 3 | 7 | 0
Fc1ccc(-c2nc3ccccc3c3nc4ccccc4n23)cc1 | 0 | 0.6 | -7 | -21 | -7 | 4 | 6 | -2 | -1
O=C(C[C@@H]1C/C=C/CCCC(=O)O[C@H](c2ccccc2)CNC1=O)NCCO | -12 | 0.3 | -4 | -4 | -4 | 3 | 7 | 17 | 3
COc1ccc(/C=C(\C#N)C(=O)Nc2ccc3[nH]c(=O)[nH]c3c2)cc1 | -7 | 0.1 | -2 | -18 | -2 | -24 | 5 | -12 | 5
O=C(c1ccccc1)N1CCCCC(Sc2nnnn2-c2ccccc2)C1=O (stereo not given) | -10 | 1.0 | -7 | -9 | 2 | -17 | 11 | 23 | 1
O=S(=O)(c1ccc(-c2ccon2)s1)N1CCCC1 | -12 | -0.1 | -8 | -7 | -16 | 16 | 0 | 6 | 7
COC(=O)c1ccc(NC(=O)Cc2ccccc2)cc1 | -2 | 0.0 | -4 | -15 | -8 | -7 | 17 | 11 | -3
CC(C)N1CCC2(CC1)Oc1ccc(Br)cc1C1CC(c3cccnc3)=NN12 (stereo not given) | 11 | 0.3 | 5 | -28 | -6 | -11 | 7 | -12 | -4
C=CCn1c(NC(=O)c2ccc(Br)o2)c(S(=O)(=O)c2ccccc2)c2nc3ccccc3nc21 | 0 | 1.6 | -5 | -3 | 7 | 1 | -2 | -5 | -4
COCCCNC(=O)CSc1ccc(Cl)cc1 | -23 | 0.2 | -1 | 0 | -21 | 6 | 2 | 22 | -3
CC(C)OCCCNC(=O)Cn1ccc2cc(S(=O)(=O)N3CCCCC3)ccc21 | -16 | 0.9 | -3 | -19 | -8 | -27 | 8 | 6 | 4
CC(C)n1nnnc1-c1cccc(Cl)c1 | -6 | 0.8 | -4 | -9 | 1 | 6 | 5 | 3 | -4
Cc1oc2c(c(C)cc3oc(=O)c(CC(=O)N[C@@H](C)C(=O)O)c(C)c32)c1C | -13 | 0.5 | -1 | 4 | -12 | 16 | -1 | -3 | -16
CCOC(=O)c1ccc(N2CCCCC2)c(NS(=O)(=O)c2ccc(C)cc2)c1 | 1 | -0.2 | -2 | -5 | 0 | -29 | 0 | 2 | -16
CC(C)C[C@@H](CN=[N+]=[N-])N1CCN(CC(C)C)CCC1=O | -10 | 0.0 | -12 | -8 | -6 | -2 | -2 | 0 | 2
CCCOc1ccc(S(=O)(=O)N2C(=O)CC(=O)N(Cc3ccc(OCC)cc3)C2=O)cc1 | nt | nt | nt | -17 | nt | -3 | -2 | nt | -4
COc1ccc(S(=O)(=O)N2CCCCCC2)cc1N(C)S(=O)(=O)c1ccc(C)cc1 | 8 | 5.1 | -6 | -15 | 6 | 20 | 1 | 4 | -12
C=C(C)C(=O)Nc1ccc(OC(F)(F)C(F)F)c(NC(=O)C(=C)C)c1 | -4 | 0.8 | -1 | 5 | -8 | -7 | 5 | 3 | -13
CCOc1ccc(CCNC(=O)COC(=O)c2cccnc2SC)cc1OCC | 1 | -0.5 | -6 | -24 | -12 | -4 | 0 | -8 | -2
CC(=Nc1ccccc1)C1=C(O)COC1=O | -20 | 0.0 | -5 | -4 | -11 | -1 | 1 | 3 | -3
Cc1nc(SCC(N)=O)[nH]c(=O)c1Cc1ccc(OC(C)C)cc1 | -5 | 0.2 | -4 | -5 | -13 | -3 | 5 | 15 | -12
Cc1ccccc1OCCCSc1nc2ccccc2[nH]1 | -7 | 8.5 | -2 | -12 | 6 | 29 | 0 | -2 | -9
COc1ccccc1N1CCN(C(c2cccs2)C(C)NC(=O)C(=O)N2CCOCC2)CC1 (stereo not given) | 15 | -0.3 | -3 | -12 | 9 | -5 | 1 | -14 | -5
O=C(CSc1nc2ccc(Nc3nc(N4CCOCC4)nc(N4CCOCC4)n3)cc2s1)Nc1ccccc1F | 6 | 1.0 | 0 | nt | -6 | -9 | 2 | -22 | nt
O=C(CCS(=O)(=O)c1ccc2c(c1)NC(=O)CS2)NCc1ccccc1Cl | -6 | 1.4 | -4 | -21 | -10 | nt | nt | -9 | -4
CCN(CC(=O)Nc1ccc2c(c1)OCCO2)C(=O)/C=C/c1cccc(Br)c1 | -1 | 0.5 | -5 | -19 | -16 | 22 | 2 | 14 | -9
